# KCNQ1 block – inhibitors of human KCNQ1 potassium channel. AID 2642. P51787. actives 1.3% (n = 310,000). CHO-K1 KCNQ1, FluxOR thallium flux fluorescence; stronger effect = higher value. B-score at 10 µM;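 active = compounds whose thallium flux B-score, printed positive for inhibition, exceeds three library SD while starting fluorescence stays within three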;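 note: channel opened by potassium depolarization with thallium stimulus after 20 min compound exposure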
# KCNQ1 act – potentiators or activators of human KCNQ1 potassium channel | P51787 | actives 0.35% (n = 310,000) | B-score at 10 µM | CHO-K1 KCNQ1, thallium flux FluxOR fluorescence; stronger effect = higher value | AID 2648;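 active = fluorescence ratio B-score, a plate-corrected score, at least three library SD, with initial intensity B-score within 5 SD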
#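 Assay system: CHO-K1 cells stably expressing KCNQ1; Medium: assay buffer with matched DMSO; Also added: K+/Tl+ depolarizing stimulus; Dosing: single dose; Timing: dye 90 min, compound 20 min, room temperature; Measured by: kinetic FluxOR thallium fluorescence, 10-s 1-Hz baseline, 110-s post-stimulus read; Read-out: peak-minus-minimum fluorescence over initial fluorescence, negative-control normalized, B-scored.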
# TRPC4 agonist – opens the mouse TRPC4 cation channel | HEK293 TRPC4beta/mu-opioid, Fluo4 calcium fluorescence; stronger effect = higher value | actives 0.49% (n = 310,000) | Q9QUQ5 | B-score at 10 µM | AID 2237;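 active = B-score above 5 SD of library B-scores, and initial fluorescence ratio not above library mean plus 5 SD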;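 note: positive B-score marks a calcium rise read as TRPC4 activation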
#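 System: HEK293 cells stably co-expressing mouse TRPC4beta and mu-opioid receptor; Schedule: Fluo4 dye loading 45 min at room temperature, 110 s recording; Detection: Fluo4 fluorescence, kinetic; Evaluation: B-scored integrated calcium fluorescence ratio; Controls: buffer (low) and maximal DAMGO (high).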
# HDAC3 inhib – human HDAC3 inhibition | actives 0.15% (n = 320,000) | AID 2718 | inhibition, % at 8.3 µM | O15379 | recombinant HDAC3, fluorogenic peptide/trypsin coupled, fluorescence; in the data active = inhibition above about 26%, passing the limit was not always enough; inconclusive = no clear call, values can overlap the other calls
# hERG rescue – shields human hERG channel from block by proarrhythmic agents; Q12809; CHO-hERG, FluxOR thallium flux, dofetilide IC70 present; activation (rescue from dofetilide block), less the hit threshold, % at 10 µM; actives 0.51% (n = 310,000);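 active = activation above the mean of controls blocked by dofetilide plus 5 SD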;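 note: thallium influx through hERG after potassium depolarization seen as dye fluorescence rise; in these data hits start at about 4.7%; inactives centre near -7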
# Target sequence (Q12809 whole entry, looked up): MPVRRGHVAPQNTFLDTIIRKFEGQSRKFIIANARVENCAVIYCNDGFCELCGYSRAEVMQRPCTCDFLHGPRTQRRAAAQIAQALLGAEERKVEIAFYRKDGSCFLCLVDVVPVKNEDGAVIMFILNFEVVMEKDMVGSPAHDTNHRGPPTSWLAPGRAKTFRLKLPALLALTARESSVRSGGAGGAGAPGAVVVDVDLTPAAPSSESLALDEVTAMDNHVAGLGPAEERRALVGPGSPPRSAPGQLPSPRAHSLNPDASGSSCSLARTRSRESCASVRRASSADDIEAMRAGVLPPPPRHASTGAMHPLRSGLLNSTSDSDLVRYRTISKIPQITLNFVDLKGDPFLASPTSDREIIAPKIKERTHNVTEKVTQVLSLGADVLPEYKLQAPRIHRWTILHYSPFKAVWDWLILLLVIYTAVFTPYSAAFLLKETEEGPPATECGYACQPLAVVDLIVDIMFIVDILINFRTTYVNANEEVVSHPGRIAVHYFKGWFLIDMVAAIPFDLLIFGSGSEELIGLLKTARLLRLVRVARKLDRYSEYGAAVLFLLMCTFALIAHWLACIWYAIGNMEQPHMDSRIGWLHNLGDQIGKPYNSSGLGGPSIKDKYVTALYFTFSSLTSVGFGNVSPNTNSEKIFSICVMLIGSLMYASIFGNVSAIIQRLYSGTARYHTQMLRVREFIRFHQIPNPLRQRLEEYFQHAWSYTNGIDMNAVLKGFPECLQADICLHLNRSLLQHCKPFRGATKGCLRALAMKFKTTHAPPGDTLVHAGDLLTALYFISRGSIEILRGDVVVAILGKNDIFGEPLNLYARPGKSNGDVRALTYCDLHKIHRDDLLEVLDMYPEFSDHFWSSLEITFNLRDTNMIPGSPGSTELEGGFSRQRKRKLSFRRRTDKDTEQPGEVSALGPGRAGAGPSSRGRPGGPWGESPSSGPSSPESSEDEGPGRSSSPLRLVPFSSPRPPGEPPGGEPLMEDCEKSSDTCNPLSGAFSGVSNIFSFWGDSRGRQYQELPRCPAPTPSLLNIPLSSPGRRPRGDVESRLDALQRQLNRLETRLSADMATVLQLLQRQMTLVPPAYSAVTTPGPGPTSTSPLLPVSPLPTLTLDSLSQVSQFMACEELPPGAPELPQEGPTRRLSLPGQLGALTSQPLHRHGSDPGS
# DYRK1A inh – inhibitors of rat Dyrk1A kinase. Q63470. ADP-Glo luminescence, NFATc1 peptide. inhibition, % at 12.5 µM. actives 0.43% (n = 310,000). AID 504441; in the data active = inhibition above about 50%;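 note: plate controls were vehicle with enzyme for no effect and no enzyme for full effect; many of its hits are not listed in these tables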
# KCNK9 inh – inhibitors of human KCNK9 two-pore domain potassium channel; Q9NPC2; HEK293 KCNK9, FluxOR thallium flux fluorescence; stronger effect = lower value; B-score at 10 µM; actives 1.2% (n = 310,000); AID 488922;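 active = ratio B-score over 3 SD below the library mean, with starting fluorescence within 5 SD of its mean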;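 note: negative B-score means less thallium flux so channel inhibition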
# KCNK3 inh – human KCNK3 channel inhibition, primary screen; actives 0.84% (n = 340,000); CHO-KCNK3 thallium flux, FluxOR fluorescence; stronger effect = lower value; B-score at 10 µM;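 active = B-score under library mean minus 4 SD, starting fluorescence ratio at most library mean plus 5 SD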;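 note: more negative B-score means stronger inhibition of thallium flux through KCNK3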
# TRPC4 potent – allosterically enhances the mouse TRPC4 cation channel; HEK293 TRPC4beta/mu-opioid, DAMGO EC20, Fluo-4 Ca2+ flux; stronger effect = higher value; AID 2227; Q9QUQ5; actives 0.42% (n = 310,000); B-score at 10 µM;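 active = B-score of calcium response area above 5 SD of library B-scores, with initial fluorescence ratio within 5 SD of library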;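 note: B-score of integrated fluorescence ratio over time as area under calcium response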
# TMEM16A inh – inhibitors of mouse TMEM16A calcium-activated chloride channel. Q8BHY3. HEK293 TMEM16A/YFP iodide influx fluorescence, ionomycin. normalized B-score (activity score, 25-100; higher = stronger inhibition) at 10 µM. actives 1.2% (n = 310,000). AID 588511;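 active = ratio plate-corrected score three or more library SD toward inhibition, starting fluorescence score within five deviations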;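 note: score derived from kinetic fluorescence span divided by baseline fluorescence per well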
# TMEM16A act – activators or potentiators of mouse TMEM16A chloride channel | HEK293 TMEM16A/YFP-H148Q/I152L, iodide quench fluorescence; stronger effect = lower value | B-score at 10 µM | Q8BHY3 | actives 0.3% (n = 340,000);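 active = fluorescence-ratio B-score plate-corrected deviation score at least 3 library SD below zero, with starting fluorescence score within 5 deviations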;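 note: channel opened by trigger with iodide after compound preincubation; score built on the fluorescence ratio of max minus min over baseline; more negative score means more quench and so TMEM16A activation or potentiation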
# Numbers without * were called inactive; i = inactive; ? = inconclusive; . = not tested or not shown. Some of the compounds tested (hit frequency here may not be typical).
SMILES,KCNQ1 block,KCNQ1 act,TRPC4 agonist,HDAC3 inhib,hERG rescue,DYRK1A inh,KCNK9 inh,KCNK3 inh,TRPC4 potent,TMEM16A inh,TMEM16A act
CCOc1ccc(CCNC(=O)CCS(=O)(=O)c2ccc(OC)cc2)cc1OCC,i,i,i,4.5,-3.2,43.0,i,i,i,i,i
CCOCc1nnc(NC(=O)CCc2ccccc2)s1,i,i,i,8.2,-2.7,-4.5,i,i,i,i,i
Cc1ccc(NC(=O)Nc2sc(=S)n(C)c2C)cc1,i,i,i,5.8,-1.5,1.7,i,i,i,i,i
Cc1cc(Cl)ccc1OCCCC(=O)NNC(=O)c1ccccc1O,i,i,i,-7.1,-21.2,5.9,i,i,i,i,i
COCCNc1nc2nonc2nc1N(C)Cc1ccc(C)cc1,i,i,i,-2.9,-4.7,7.1,i,i,i,i,i
O=C(/C=C/c1ccco1)c1cccnc1,i,i,i,6.2,-4.3,-3.6,i,i,i,i,i
COc1ccc(C(CC(=O)N2CCCCC2)c2c(OC)cc(OC)c3c(-c4ccccc4)cc(=O)oc23)cc1 (centres undefined),i,i,i,?,-8.2,7.5,i,i,i,i,i
Cc1nnc(NC(=O)c2cccc(Br)c2)s1,i,i,i,-4.0,-5.0,-1.3,i,i,i,i,i
S=C(NCc1ccco1)N1CCN(c2cccc(Cl)c2)CC1,i,i,i,1.6,-6.2,.,i,i,i,i,i
CC(=O)Nc1ccc(NC(=O)Cn2nc(C(=O)Nc3ccc(C)cc3)ccc2=O)cc1,i,i,i,-7.3,-6.1,.,i,i,i,i,i
COc1cc2c(cc1OC)C(c1ccccc1Cl)N(C)CC2 (centres undefined),i,i,i,-4.5,-9.1,-1.7,i,i,i,i,i
Cc1nc(C)c(C(=O)C2=C(O)C(=O)N(CCCn3ccnc3)C2c2ccc(Cl)cc2)s1 (centres undefined),i,i,i,-3.3,-13.2,-0.5,i,i,i,i,i
CCC(c1nnnn1C(C)(C)C)N1CCN(Cc2ccccc2OC)CC1 (centres undefined),i,i,i,0.7,-14.7,0.9,i,i,i,i,i
CCCc1cc(=O)[nH]c(SCC(=O)N(CC)Cc2ccccc2)n1,i,i,i,3.4,-9.3,-3.7,i,i,i,i,i
CCc1nnc(NC(=O)CSc2nc3cc4c(cc3cc2C)OCCO4)s1,i,i,i,0.6,-8.5,-12.9,i,i,i,i,i
CCOc1ccccc1Nc1nnc(SCC(=O)N2CCCC2)s1,i,i,i,1.7,-2.1,1.8,i,i,i,i,i
Clc1ccc(-c2ccc(C=Nc3ccc(N4CCOCC4)cc3)o2)c(Cl)c1,i,i,i,0.3,-2.7,4.0,i,i,i,i,i
CCc1cc(C(=O)Nc2cc(S(=O)(=O)N(CC)CC)ccc2N2CCOCC2)sc1C,i,i,i,2.0,-14.4,-7.9,i,i,i,i,i
Cc1cc(C)c2nc(NC(=O)c3cccc(S(=O)(=O)N4CCc5ccccc54)c3)sc2c1,i,i,i,-5.6,-5.2,3.9,i,i,i,i,i
Cn1c(C2CCCCC2)nc2c1c(=O)[nH]c(=O)n2Cc1ccccc1,i,i,i,-0.3,-14.6,1.4,i,i,i,i,i
Cc1ccc(-n2ncc3c(NNC(=O)c4ccco4)ncnc32)cc1Cl,i,i,i,-0.8,-4.6,-3.3,i,i,i,i,i
CCc1ccc(CNn2cnnc2SCC(=O)NC(C)(C)C)cc1,i,i,i,0.7,-4.9,-9.6,i,i,i,100*,i
CCN(CC)c1cc(C(F)(F)F)nc(-c2ccccn2)n1,i,i,i,-1.9,-4.4,-6.9,i,i,i,i,i
NC(=O)CC(NC(=O)Cc1ccc(Br)cc1)c1ccc(NCc2ccccn2)c([N+](=O)[O-])c1 (centres undefined),i,i,i,2.5,-5.6,.,i,i,i,i,i
CCOC(=O)c1sc2nc(-c3ccco3)c3c(c2c1N)CC(C)(C)OC3,i,i,i,4.7,-25.4,4.2,i,i,i,i,i
NC(=O)c1c(-c2ccc(Cl)cc2Cl)csc1NC(=O)Cc1ccccc1,i,i,i,-5.1,-6.5,-6.5,i,i,i,i,i
CCCCC(CC)C(=O)N1CCN(C(=O)c2ccco2)CC1 (centres undefined),i,i,i,1.0,-14.2,-1.8,i,i,i,i,i
COc1ccccc1CNn1c(-c2cccc(C)c2)nc2ccccc2c1=O,i,i,i,0.5,-3.7,-1.0,i,i,i,i,i
Cc1ccc(S(=O)(=O)N(Cc2cccc(C(F)(F)F)c2)C(=O)N2CCN(C)CC2)cc1,i,i,i,1.8,-10.8,8.1,i,i,i,i,i
CCOC(=O)C(C)Sc1ncc(OC)c(=O)[nH]1 (centres undefined),i,i,i,-1.6,-13.4,-8.7,i,i,i,i,i
O=C(Nc1cccc(F)c1)Nc1ccc2c(c1)CCC2,i,i,i,-11.5,-5.9,1.5,i,i,i,i,i
COc1ccc(CNC(=O)[C@H](C)NC(=O)C2CCN(S(=O)(=O)c3ccc(F)cc3)CC2)cc1,i,i,i,-4.5,-6.7,.,i,i,i,i,i
Cc1ccc(OCCNC(=O)CN2C(=O)NC3(CCCC3)C2=O)cc1,i,i,i,-3.1,-18.5,10.9,i,i,i,i,i
CC(=O)Nc1ccc(NC(=O)CSc2ccc(-c3cccnc3)nn2)cc1,i,i,i,9.1,-7.6,1.2,i,i,i,i,i
CC[C@H](C)/C=C(C)/C=C/C(=O)Cc1cc(O)c(C)c(O)c1C=O,11*,i,i,5.5,-14.3,2.2,i,-10.2*,i,i,-12.8*
O=C(CSC1=NS(=O)(=O)c2cc(F)ccc2N1)NCCc1ccccc1,i,i,i,1.9,-10.5,-0.9,i,i,i,i,i
COc1ccc(-c2c(C#Cc3ccccc3)c3ccccc3n2C)cc1,i,i,i,15.3,-7.3,4.9,i,i,i,i,i
O=C(CSc1nncs1)Nc1cc(-c2ccccc2)nn1-c1ccccc1,i,i,i,-0.4,-11.6,-3.1,i,i,i,i,i
CC(C)Cc1nc2sc3c(=O)n(N)cnc3c2c2c1COC(C)(C)C2,i,i,i,-4.7,-7.3,-0.9,i,i,i,i,i
CCOC(=O)N1CCN(C(=O)c2cccc(S(=O)(=O)Nc3ccc(Br)cc3)c2)CC1,i,i,i,-3.6,-14.4,-1.5,i,i,i,i,i
CS(=O)(=O)Nc1ccc(C2=NN(C(=O)C3CCCCC3)C(c3cccs3)C2)cc1 (centres undefined),i,i,i,2.2,-6.9,-5.5,i,i,i,i,i
O=C(Nc1ccc(Cl)c(S(=O)(=O)N2CCOCC2)c1)c1ccccn1,i,i,i,11.2,-8.4,1.8,i,i,i,i,i
CSCC[C@H](NC(=O)[C@H]1CC[C@H](CNC(=O)[C@@H](N)Cc2ccccc2)CC1)C(=O)O,i,i,i,1.0,-8.3,0.3,i,i,i,i,.
CN(C)C1NC(=O)c2cc(-c3ccccc3)sc2N1 (centres undefined),i,i,i,.,0.4,13.7,i,i,i,i,i
O=C(NCc1ccccc1F)C1CCCN1S(=O)(=O)c1ccc(F)cc1 (centres undefined),i,i,i,-5.9,-3.5,-4.8,i,i,i,i,i
O=C(/C(=C\c1ccccc1)c1nc2ccccc2[nH]1)c1ccc(Cl)cc1,i,i,i,.,-8.9,-1.5,i,i,i,i,i
COC(=O)c1ccc(NC(C)=O)o1,i,i,i,1.2,-9.9,5.3,i,i,i,i,i
COc1ccc(O)c(C(=O)CC(=O)c2ccc(F)cc2)c1,i,i,i,-0.8,-0.6,10.9,i,i,i,i,i
Oc1ccccc1N=Cc1sc2ccccc2c1Cl,i,i,i,-7.2,-0.2,6.5,i,i,i,i,i
O=C(Oc1ccc(N(Cc2cccs2)C2=NS(=O)(=O)c3ccccc32)cc1)c1ccccc1F,i,i,i,1.8,-9.2,3.1,i,i,i,i,i
C[C@H](NC(=O)C1CC(=O)N(c2ccc3c(c2)OCO3)C1)C(=O)NC1CCCCC1 (some centres undefined),i,i,i,-1.3,-2.6,-0.4,i,i,i,i,i
Cn1c(NCCCO)nc2ccccc21,i,i,i,7.0,-14.8,-8.8,i,i,i,i,i
c1ccc(N2CCN(c3ncnc4sc5c(c34)CCC5)CC2)cc1,i,i,i,-8.9,-6.0,1.0,-14.7*,i,i,i,i
CC(=O)c1ccc(N2CCN(C(=O)/C=C/c3ccc(S(=O)(=O)N4CCOCC4)cc3)CC2)cc1,i,i,i,1.3,-13.5,-3.0,i,i,i,i,i
CCCc1cc(=O)[nH]c2nnc(SCC(=O)Nc3nnc(CC)s3)n12,i,i,i,.,-5.2,1.5,i,i,i,.,i
N#CCc1ccc(NC(=O)c2ccc(CN3CCc4ccccc4C3)cc2)cc1,i,i,i,5.2,-6.7,0.7,i,i,i,i,i
Cc1cc(C)n(CC(O)COCc2ccccc2)n1 (centres undefined),i,i,i,-2.1,-11.1,-113.8,i,i,i,i,i
Cc1ccc(OCC(=O)Oc2cccc(C)c2)cc1,i,i,i,2.6,-5.7,.,i,i,i,i,i
Cc1csc(SCCn2c(N3CCN(c4ccccc4)CC3)nc3c2c(=O)[nH]c(=O)n3C)n1,i,i,i,-3.9,-4.8,5.8,i,i,i,i,i
O=C(CSCc1ccccc1Br)Nc1ccccc1,i,i,i,1.6,-3.5,3.6,i,i,i,i,i
# More structures follow.
SMILES,KCNQ1 block,KCNQ1 act,TRPC4 agonist,HDAC3 inhib,hERG rescue,DYRK1A inh,KCNK9 inh,KCNK3 inh,TRPC4 potent,TMEM16A inh,TMEM16A act
O=C(N/C(=C/c1ccco1)C(=O)N1CCOCC1)c1cccs1,i,i,i,0.0,-2.2,-2.5,i,i,i,i,i
CCc1nc(Sc2nnnn2-c2ccccc2)c2c3c(sc2n1)CCCC3,i,i,i,3.6,-5.4,0.1,i,i,i,i,i
Cc1nnc(NC(=O)C2CCN(S(=O)(=O)c3ccc(Cl)cc3)CC2)s1,i,i,i,2.4,-7.4,24.4,i,i,i,i,i
O=C(c1ccc(Cl)s1)N1CCOCC1,i,i,i,0.9,-7.1,3.8,i,i,i,i,i
CC(C)(C)NC(=O)COc1ccc(CNCc2cccs2)cc1,i,i,i,2.0,0.4,-1.2,i,i,i,i,i

# From PubChem BioAssay
